inhibitors of VEEV: inhibitors of VEEV TC-83 cytopathic effect, confirmation, Vero cells (AID 588727); 0.13% of 350,000 active; inhibition, % at 20 µM; hits with a dose series show IC50 in µM; Vero cells, VEEV TC-83 cytopathic effect inhibition; higher % means a stronger effect; in the data active = a potency from the dose series; inconclusive = inhibition mostly from about 14% at the one dose, without a potency; inactive = the rest, 99 in 100 with inhibition below about 12%; also: strong numbers were not always called active
tuberculosis growth: growth inhibition of non-replicating M. tuberculosis (AID 488890); Mycobacterium tuberculosis non-replicating, growth inhibition; higher % means a stronger effect; inhibition, % at 25 µM, or IC50 in µM where a hit was titrated; 0.39% of 320,000 active; in the data active = a potency from the dose series; inconclusive = inhibition mostly from about 82% at the one dose, without a potency; inactive = the rest, 99 in 100 with inhibition below about 76%;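 also: plate controls were DMSO cells for no effect and high antibiotic wells for full effect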
Salmonella PhoP GFP: PhoP regulon inhibitors, Salmonella typhi PhoP promoter GFP reporter, confirmatory (AID 1850); 0.33% of 310,000 active; inhibition, % at 50 µM, or IC50 in µM where a hit was titrated; Salmonella Typhi PhoP-promoter GFP reporter, fluorescence, 4 h; higher % means a stronger effect; in the data active = a potency from the dose series; inconclusive = inhibition mostly from about 25% at the one dose, without a potency; inactive = the rest, 99 in 100 with inhibition below about 19%;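 also: 0% = induced wells with vehicle and 100% = uninduced wells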
H37Rv inhibition: M. tuberculosis growth inhibition, HTS (AID 449762); M. tuberculosis H37Rv growth inhibition, 7H9 media; higher % means a stronger effect; 0.59% of 330,000 active; inhibition, % at 25 µM; hits with a dose series show IC50 in µM; in the data active = a potency from the dose series; inconclusive = inhibition above about 70% without an active follow-up result;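 also: bacterial growth assessed after seven days of incubation; strong numbers were not always called active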
H1N1 NS1A inhibition: H1N1 influenza NS1A inhibitors, functional cell based assay (AID 504329); one-dose inhibition, % at 12.5 µM; IC50 in µM for titrated hits; NS1A functional cell-based assay, percent inhibition; higher % means a stronger effect; 0.3% of 340,000 active; in the data active = a potency from the dose series; inconclusive = inhibition above about 27% without an active follow-up result; also: strong numbers were not always called active
inhibitors of VEEV 10K pilot screen: second read-out of inhibitors of VEEV, no call of its own (marks repeat the call); inhibition, %; measured here: 10K pilot screen inhibition
An asterisk follows results filed as active; i = inactive; u = inconclusive; x = no result given. Hits appear at their usual frequency, and some 1.4% of all compounds hit somewhere here.

SMILES | inhibitors of VEEV | tuberculosis growth | Salmonella PhoP GFP | H37Rv inhibition | H1N1 NS1A inhibition | others
CN1C(=O)CSc2ccc(NC(=O)NCc3ccco3)cc21 | 0.5% | 30.2% | -5.6% | 0.9% | 3.4%
CCOC(=O)/C=C1/SCC(=O)N1CC(=O)c1ccc[nH]1 | 0.5% | x | x | x | -4.8%
Cc1cc(C)n(CC(=O)NCc2cc(-c3nn(C)c(=O)c4ccccc34)ccc2C)n1 | 7.6% | 8.7% | -2.0% | -4.4% | -19.8%
CC(C)Cc1nc(N2CCN(C(=O)c3ccco3)CC2)c(C#N)c2c1CCCC2 | 1.7% | 23.4% | 1.3% | 69.0% | 11.3%
OCCN(Cc1ccccc1)C(=S)NC1CCCCC1 | 4.5% | -0.6% | 3.3% | -2.9% | 4.9%
O=C(c1ccccc1)c1c[nH]c2cc3c(cc2c1=O)OCCO3 | 6.0% | -0.3% | 4.5% | -14.9% | 7.1%
COC(=O)c1ccc(COc2ccccc2/C=N/NS(=O)(=O)c2ccccc2)cc1 | i | 7.4% | -5.5% | 4.5% | 5.3%
CCCCn1c(N)c(N(Cc2ccccc2OC)C(=O)CSCC(=O)Nc2ccc(C)cc2)c(=O)[nH]c1=O | 1.8% | x | x | x | -9.7%
CCOC(=O)c1[nH]c2cc(OC)c(OC)cc2c1NC(=O)CCN1CCSCC1 | 0.1% | 4.1% | 7.4% | -0.2% | -21.4%
Cc1ccc(NC(=O)c2ccc(NCc3ccc(F)cc3)nc2)cc1 | 0.3% | -21.9% | 2.1% | -9.3% | -2.6%
CCn1c(SCc2ccccc2)nc2c1c(=O)[nH]c(=O)n2C | 1.4% | 14.2% | -5.8% | -9.9% | -0.9%
CC(=O)c1ccc(NC(=O)C2CCCN(S(=O)(=O)c3cccc4nonc34)C2)cc1 (stereo not given) | 0.4% | 51.6% | -3.2% | -1.9% | 13.9%
Nc1ccc(C(=O)N/N=C\C=C\c2ccc([N+](=O)[O-])cc2)cc1 | 1.8% | 92.3% | 21.5% | 5.9% | -6.4%
Cc1cccc(C)c1NC1=NC(C)(C)N=C(N)N1 | 0.0% | 6.8% | -2.1% | 6.0% | 9.2%
Cc1nn(Cc2ccccc2)c(C)c1C(=O)NC1CCCc2ccccc21 (stereo not given) | 3.3% | -2.7% | -6.9% | -0.2% | 14.6%
CCn1c(Cc2ccccc2)nnc1SCc1cccc(C(=O)O)c1 | i | 16.7% | -2.5% | -1.8% | -0.2%
CN1CCN(CC(=O)Nc2ccccc2Oc2ccccc2)CC1 | 3.6% | -13.6% | 2.6% | -0.7% | 0.0%
O=C(O)c1cccnc1SCc1cn2cc(Br)ccc2n1 | i | 16.2% | 0.8% | -0.1% | -5.5%
CCOC(=O)N1CCN(C(=O)c2cc(-n3cnnc3)ccc2Cl)CC1 | 0.2% | -9.8% | -12.9% | 1.7% | -7.9%
CCN1CCN(C(=O)c2ccc(OC)c(S(=O)(=O)Nc3ccc(C)cc3)c2)CC1 | 0.0% | 30.6% | 9.8% | 0.1% | -0.1%
COc1c(/C=N/Nc2ccc([N+](=O)[O-])cc2[N+](=O)[O-])c(C)nn1-c1ccccc1 | 1.8% | x | 11.3% | 2.7% | 7.4% | inhibitors of VEEV 10K pilot screen=0.2
Cc1csc(=Nc2cccnc2)n1Cc1ccco1 | 2.0% | 12.8% | 9.2% | 5.3% | -0.5%
N#Cc1ccc(/C=C/C(=O)O)cc1 | 0.8% | 6.5% | 1.2% | -5.0% | 8.3%
O=C(COC(=O)COc1ccccc1)NCCC1=CCCCC1 | 0.7% | 6.9% | x | 1.8% | -7.9%
COc1ccccc1C1NC(=O)NC(C)=C1C(=O)Nc1cccc(C)c1C (stereo not given) | i | 7.3% | x | -0.8% | -1.4%
CCCc1cc(=O)n2[nH]cc(-c3ccc(Cl)cc3)c2n1 | 7.1% | u | -3.1% | u | -17.8%
O=S(=O)(c1ccc(Br)cc1F)N1CC[C@H](O)C1 | 0.6% | x | x | x | -4.5%
COc1ccc2[nH]c(=O)c(CN(C(=O)c3ccco3)C(C)C)cc2c1 | 0.7% | -5.6% | 7.5% | -4.8% | 0.3%
COC(=O)c1ccc(COc2ccc(/C=C(\C#N)c3nc4ccccc4[nH]3)cc2OC)o1 | 7.7% | 50.7% | -3.7% | -2.2% | 0.3%
COc1ccc(S(=O)(=O)N2CCCC2C(=O)Nc2ccc(C(C)=O)cc2)cc1 (stereo not given) | 0.7% | -12.9% | 1.3% | -3.3% | -8.6%
COc1ccc(NC(=O)c2cc([N+](=O)[O-])ccc2N2CCCC2)cc1 | 0.2% | -3.0% | 10.0% | -1.1% | x
COC12CCC3(CC1C(C)(O)C(C)(C)C)[C@H]1Cc4ccc(OC5OC(C(=O)O)[C@@H](O)C(O)[C@H]5O)c5c4[C@@]3(CCN1CC1CC1)C2O5 (stereo not given in full) | 0.0% | -12.5% | x | -4.1% | -20.6%
CCCC(C)C1(CC)C(=O)NC(=Nc2ccccc2OC)NC1=O (stereo not given) | 0.2% | 38.9% | -2.5% | 0.3% | 10.4%
CCOC(=O)CSc1nnc2n(C3CCCCC3)c(=O)c3c4c(sc3n12)CCCC4 | 1.0% | 25.9% | 6.6% | -3.3% | 2.6%
N#Cc1ccc(CSc2nnc(NC(=O)CCc3nc4ccccc4c(=O)[nH]3)s2)cc1 | 0.8% | -4.4% | 4.3% | 8.2% | -5.9%
CNC(=O)COc1ncnc2scc(-c3ccc(F)cc3)c12 | 1.9% | 4.7% | -10.1% | -0.1% | 0.9%
O=c1[nH]c2ccc(Cl)cc2c(-c2ccccc2)c1SC(=S)N1CCCCC1 | 6.6% | 51.7% | -8.3% | 1.9% | -15.8%
CC(C(=O)c1ccc(-c2ccccc2)cc1)[n+]1cccc(C(N)=O)c1 (stereo not given) | i | 33.1% | 5.5% | 3.8% | -1.7%
O=C1CC(SC2=NCCS2)C(=O)N1c1ccc(Cl)cc1 (stereo not given) | 1.3% | 32.5% | -1.2% | 1.3% | -6.7%
CCCOC(=O)C(C)n1cnc2scc(-c3ccc(C)cc3)c2c1=O (stereo not given) | 2.3% | u | 6.9% | -11.3% | -9.8%
CN(C(=O)C(=O)c1cn(CC(=O)N2CCCC2)c2ccccc12)C1CCCCC1 | 0.8% | 1.8% | -5.7% | -2.9% | 5.4%
CCOC(=O)C(NC(=O)CC)(Nc1ccc(S(=O)(=O)Nc2cc(C)on2)cc1)C(F)(F)F (stereo not given) | 0.8% | 70.8% | 1.3% | 0.4% | 3.1%
COc1ccc(OCc2nnc(SCC(=O)NC3CC3)n2C)cc1 | i | -6.9% | -3.9% | -0.9% | -0.5%
COc1ccc(N2C(=O)/C(=C\c3ccco3)N=C2SCC(=O)N(C(C)C)C(C)C)cc1Cl | 0.2% | 4.6% | -4.2% | -5.6% | 5.2%
O=C(C1CCC(=O)N1Cc1ccc(F)cc1)N1CCC2(CC1)OCCO2 (stereo not given) | 0.8% | -15.8% | -2.8% | -0.9% | 2.2%
OC1CCN(C(=S)NCCc2ccccc2)CC1 | 0.6% | 3.9% | -5.0% | -13.4% | 18.8%
O=S(=O)(CC(c1ccccc1)N1CCCCC1)c1ccc(Cl)cc1 (stereo not given) | i | 8.3% | -1.8% | -8.7% | x
O=C(N/N=C/c1ccc([N+](=O)[O-])s1)c1cccc(Br)c1 | 9.6% | 4.95µM* | -0.2% | u | 2.0%
COc1cc(S(=O)(=O)N2CCCCC2)c(OC)cc1Br | 0.8% | 12.1% | -2.3% | -1.4% | 0.4%
O=C(NC(=S)Nc1ccc2c(c1)OCCO2)c1ccco1 | 4.8% | 58.1% | -5.0% | -1.7% | -3.7%
Nc1nnc(CSCc2ccc(Cl)cc2)s1 | 1.3% | -3.4% | -11.1% | -6.4% | -13.3%
COc1ccccc1OC(C)C(=O)Nc1ccc(S(=O)(=O)N2CCN(C)CC2)cc1 (stereo not given) | 1.0% | 5.8% | 4.3% | 6.0% | -8.8%
CCc1ccccc1NC(=O)CN(C)C(=O)c1cc(C2CC2)nc2c1cnn2C(C)C | 3.3% | 8.5% | x | -5.3% | -4.0%
CS(=O)(=O)Nc1ccccc1C(=O)O | 1.5% | -3.5% | -0.6% | -12.1% | -4.2%
C=CCn1c(O)c(N=NC(=S)Nc2ccccc2F)c2cc(S(=O)(=O)N3CCOCC3)ccc21 | 5.1% | -5.1% | 0.3% | 2.5% | 6.7%
O=C(NCc1ccccc1Cl)C(=O)NCC1OCCCN1S(=O)(=O)c1cccs1 (stereo not given) | 6.0% | 28.6% | -1.6% | -9.7% | 20.2%
O=[N+]([O-])c1ccc(Cl)cc1N1CCCC1 | 1.0% | -3.0% | -11.0% | 5.2% | -14.2%
COc1ccc(C2C3=C(CC(C)(C)CC3=O)Oc3ncn4nc(-c5cccnc5)nc4c32)cc1 (stereo not given) | 1.4% | -6.6% | 18.1% | 0.0% | 2.3%
CCN(CC)c1ccc(C(=O)NNC(=O)CCNC(=O)c2ccccc2)cc1 | 0.4% | 38.9% | x | -0.7% | -2.0%
CN(C(=O)CSc1nnc2ccccn12)c1c(N)n(Cc2ccccc2)c(=O)[nH]c1=O | 1.1% | -5.5% | -20.3% | 0.3% | 11.1%

3 successive compounds already listed, quoted:
SMILES | inhibitors of VEEV | tuberculosis growth | Salmonella PhoP GFP | H37Rv inhibition | H1N1 NS1A inhibition | others
CN(C(=O)C(=O)c1cn(CC(=O)N2CCCC2)c2ccccc12)C1CCCCC1 | 0.8% | 1.8% | -5.7% | -2.9% | 5.4%
CCOC(=O)C(NC(=O)CC)(Nc1ccc(S(=O)(=O)Nc2cc(C)on2)cc1)C(F)(F)F (stereo not given) | 0.8% | 70.8% | 1.3% | 0.4% | 3.1%
COc1ccc(OCc2nnc(SCC(=O)NC3CC3)n2C)cc1 | i | -6.9% | -3.9% | -0.9% | -0.5%

Returning to the listing, repeating the 2 entries before the break.
SMILES | inhibitors of VEEV | tuberculosis growth | Salmonella PhoP GFP | H37Rv inhibition | H1N1 NS1A inhibition | others
CCN(CC)c1ccc(C(=O)NNC(=O)CCNC(=O)c2ccccc2)cc1 | 0.4% | 38.9% | x | -0.7% | -2.0%
CN(C(=O)CSc1nnc2ccccn12)c1c(N)n(Cc2ccccc2)c(=O)[nH]c1=O | 1.1% | -5.5% | -20.3% | 0.3% | 11.1%
COc1ccc(CNC(=O)C2CCN(S(=O)(=O)c3cccc4cccnc34)CC2)cc1 | 1.7% | x | -0.7% | -6.1% | -1.0%
N#Cc1c(NC(=O)CSc2nc3c(c(C(F)(F)F)n2)CCc2ccccc2-3)sc2c1CCCC2 | i | 1.5% | 3.9% | 4.9% | 2.4%
CCCCN(C(=O)c1cc(-c2ccco2)nc2ccccc12)c1c(N)n(CCC)c(=O)[nH]c1=O | i | 57.4% | x | -5.0% | -0.8%
CCOC(=O)CN1C(=O)N[C@@H](c2ccccc2)[C@@H](C(=O)OC)[C@H]1C | 3.0% | -14.3% | -13.6% | -1.8% | -10.1%
CC(C)CN1CCC(=O)N(CCSc2ccccc2)CC1 | 0.1% | 15.1% | 11.8% | 2.0% | -7.6%
CC1=NN(c2ccc(S(=O)(=O)O)cc2C)C(=O)C1 | 0.4% | -23.0% | 1.6% | 5.5% | -13.3%
CC(=O)Nc1nnc(SCc2cc(=O)c(OC(=O)c3ccccc3)co2)s1 | i | -11.7% | 0.1% | 0.0% | 14.0%
COc1cc(C(=O)O)ccc1OCc1ccncc1 | 0.5% | 6.9% | -2.8% | -2.7% | -3.0%
Cc1ccc(C(C(=O)NC2CCCC2)N(C(=O)Cc2cccs2)c2ccc(C)c(C)c2)o1 (stereo not given) | 0.4% | 19.5% | -1.2% | 8.7% | -2.0%

Reprinted at random: five compounds from above, in no set order.
SMILES | inhibitors of VEEV | tuberculosis growth | Salmonella PhoP GFP | H37Rv inhibition | H1N1 NS1A inhibition | others
CC1=NN(c2ccc(S(=O)(=O)O)cc2C)C(=O)C1 | 0.4% | -23.0% | 1.6% | 5.5% | -13.3%
CC(C)CN1CCC(=O)N(CCSc2ccccc2)CC1 | 0.1% | 15.1% | 11.8% | 2.0% | -7.6%
COc1ccc(CNC(=O)C2CCN(S(=O)(=O)c3cccc4cccnc34)CC2)cc1 | 1.7% | x | -0.7% | -6.1% | -1.0%
COc1cc(C(=O)O)ccc1OCc1ccncc1 | 0.5% | 6.9% | -2.8% | -2.7% | -3.0%
N#Cc1c(NC(=O)CSc2nc3c(c(C(F)(F)F)n2)CCc2ccccc2-3)sc2c1CCCC2 | i | 1.5% | 3.9% | 4.9% | 2.4%

Compound activity deposited in PubChem by Southern Research Specialized Biocontainment Screening Center.
